Assay outcomes from PubChem BioAssay.
EPAC1 antag: blocks human EPAC1 exchange factor; EPAC1 GEF assay, Rap1b-BODIPY-GDP exchange fluorescence; O95398; Potency, µM (titrated, usually from 115 µM), for inactives: at the highest dose activity change, negative = inhibition, hits mostly inhibitors; 0.14% of 360,000 active; AID 720709;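 also: potency is read from the fitted curve at half-maximal effect; plate controls were vehicle for no effect and positive control for full effect; nearly all actives have a fitted effect of over 50% in size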
Target sequence (O95398 whole entry, looked up): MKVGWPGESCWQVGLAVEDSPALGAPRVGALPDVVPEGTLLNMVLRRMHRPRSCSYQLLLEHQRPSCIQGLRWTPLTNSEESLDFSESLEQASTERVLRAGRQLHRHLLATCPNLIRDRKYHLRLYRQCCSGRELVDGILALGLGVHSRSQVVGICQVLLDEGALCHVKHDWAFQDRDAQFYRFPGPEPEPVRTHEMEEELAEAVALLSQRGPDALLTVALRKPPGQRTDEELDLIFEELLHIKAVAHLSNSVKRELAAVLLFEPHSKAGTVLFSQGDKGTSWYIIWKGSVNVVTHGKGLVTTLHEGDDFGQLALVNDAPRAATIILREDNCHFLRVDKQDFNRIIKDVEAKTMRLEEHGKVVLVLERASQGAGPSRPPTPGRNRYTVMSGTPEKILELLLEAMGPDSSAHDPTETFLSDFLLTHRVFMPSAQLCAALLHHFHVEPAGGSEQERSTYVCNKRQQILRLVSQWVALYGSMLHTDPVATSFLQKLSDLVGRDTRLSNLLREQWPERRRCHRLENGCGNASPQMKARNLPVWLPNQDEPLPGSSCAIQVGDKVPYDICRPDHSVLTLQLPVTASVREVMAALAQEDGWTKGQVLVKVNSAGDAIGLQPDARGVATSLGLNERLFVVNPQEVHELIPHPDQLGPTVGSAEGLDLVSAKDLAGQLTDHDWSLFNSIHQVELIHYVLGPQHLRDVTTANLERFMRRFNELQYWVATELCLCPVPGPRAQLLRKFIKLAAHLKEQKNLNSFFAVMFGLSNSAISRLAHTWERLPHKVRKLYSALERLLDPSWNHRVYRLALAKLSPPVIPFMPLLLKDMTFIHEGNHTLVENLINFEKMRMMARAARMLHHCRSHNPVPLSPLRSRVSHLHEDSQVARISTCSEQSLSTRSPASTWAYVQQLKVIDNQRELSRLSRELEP
IL2 activator: activates IL-2 in a cell-based reporter assay; IL-2 activation reporter assay, cell-based qHTS; stimulated with anti-CD3/CD4/CD28 beads; in transgenic mouse T cells; 0.065% of 360,000 active; activation, % (series mostly up to about 46 µM); in the data active = activation above about 50%; inconclusive = mostly about 30% to 49%; also: 0% is about no effect
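Readout: EGFP and DsRed signals by fluorescent plate cytometry. Unstimulated transgenic mouse T cells received compound 60 min before antibody-bead stimulation, then incubated 18 h at 37 degrees C.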
EPAC1 ag: EPAC1 (human) agonism. AID 720707. Potency, µM (doses to about 154 µM), for the others: at the top dose activation, hits mostly activators. EPAC1 agonist qHTS, biochemical assay; response scale: 100% = response to 6.5 mM cAMP. 0.073% of 360,000 active. O95398; also: potency is read from the fitted curve at half-maximal effect; nearly all actives have a fitted effect of over 60% in size
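Nucleotide exchange assay: 100 nM EPAC1 with 250 nM Rap1B loaded with BODIPY-GDP and 50 uM GDP, room temperature. Fluorescence (480/540 nm) read every 5 min for 30 min; signal change normalized to 6.5 mM cAMP as full agonist.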
PLK1 PBD block: inhibitors of human PLK1 polo-box domain binding; P53350; Plk1 PBD binding of FITC phosphopeptide, fluorescence polarization; Potency, µM, inactives show max response, negative = inhibition, most hits filed as inhibitors; 2.8% of 360,000 active; AID 720504; also: potency is read from the fitted curve at half-maximal effect; series mostly up to about 57 µM; % is scaled to controls: 0 for no effect and ±100 for the full control effect; nearly all actives have a fitted effect of over 65% in size
FUS suppressor: FUS proteinopathy suppression in yeast | S. cerevisiae FUS-expressing, growth rescue, OD600, 24 h | Potency, µM (doses to about 76.6 µM), inactives show at the top dose growth rescue (activation), usual class: activators | 0.24% of 390,000 active | AID 1347120;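 also: potency is read from the fitted curve at half-maximal effect; plate controls were DMSO vehicle for no effect and reference control for full effect; nearly all actives have a fitted effect of over 55% in size; some results filed as inactive show a strong effect at the top dose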
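Quantitative HTS measuring growth restoration of FUS-toxic yeast. Galactose-induced cells (OD 0.005) were exposed 24hr at 30C to compounds at several concentrations, then absorbance at 600 nm was recorded.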
PI5P4Ka inh: inhibitors of human PI5P4K alpha | PI5P4Kalpha enzyme, ADP-Glo luminescence, 60 min; stronger effect = lower value | max response, % | 1.2% of 330,000 active; active = max response of -50% or lower; inconclusive = between -30% and -50%; inactive = -30% or higher; also: value at the top dose of about 77 µM; % is scaled to controls: 0 for no effect and ±100 for the full control effect
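ADP-Glo luminescence end-point read after a 60 min room-temperature kinase reaction of PI5P4Kalpha plus substrate, initiated with ATP at 5 microM final. Buffer: 0.038 M HEPES pH 7.4, EGTA, 0.1% CHAPS, 5% DMSO.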
Abeta rescue: restores growth of yeast expressing A-beta42 peptide. AID 1347071. yeast expressing A-beta42, growth rescue, OD600, 48 h; response scale: 0% DMSO, 100% iron-clioquinol control. 0.063% of 410,000 active. Potency, µM (top dose mostly 46.1 µM), without a hit: top-dose growth rescue, usual class: activators; also: potency is read from the fitted curve at half-maximal effect; nearly all actives have a fitted effect of over 55% in size
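Yeast A-beta toxicity model in growth medium with pinned compounds, 48 h at 30 C; growth read as absorbance at 600 nm. Normalized to FeCl3/clioquinol equimolar mix (positive) and DMSO (negative).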
WRN inhibitor: blocks human WRN helicase. Q14191. Potency, µM (doses to about 114 µM), for inactives: at the highest dose activity change, negative = inhibition, hits mostly inhibitors. 0.46% of 360,000 active. WRN helicase unwinding, fluorescent forked duplex, kinetic. AID 651768; also: potency is read from the fitted curve at half-maximal effect; % is scaled to controls: 0 for no effect and ±100 for the full control effect; nearly all actives have a fitted effect of over 55% in size
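Enzyme (20 nM final) and test compound sit together 15 min at room temperature before substrate addition. Substrate is a single-forked duplex oligonucleotide (100 nM) labelled with fluorophore and quencher, with 2 mM ATP; helicase unwinding raises red fluorescence, read kinetically.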
* hit, by the source's call; ? = inconclusive; . = not tested or not shown; [ ] = another dose, or the depositor's remark. Unless noted, calls follow the shape of the dose curve; as a rule, active = well fitted curve in the direction sought with a large enough effect; inconclusive = small, poorly fitted or top-dose-only effect, or another doubt; inactive = no such curve, though single readings can be large; an effect the other way counts as inactive or inconclusive.

SMILES	EPAC1 antag	IL2 activator	EPAC1 ag	PLK1 PBD block	FUS suppressor	PI5P4Ka inh	Abeta rescue	WRN inhibitor
CC(C)(C)NC(=O)C(c1ccc(C#N)cc1)n1c(=O)c(-c2cc3ccccc3[nH]2)nc2ccccc21 (centres undefined)	?	-0.3	19%	-13%	?	-9	?	-2%
O=C(O)C1CCCCC1C(=O)Nc1ccc(F)cc1F (centres undefined)	0%	2.7	0%	-5%	16%	.	8%	-2%
Cc1cc(C)n2ncc(-c3cccc(Br)c3)c2n1	-19%	0.4	12%	-2%	?	20	-12%	-7%
O=C1NC2(CCCC2)N=C1c1ccc(F)cc1	8%	0.1	1%	-2%	17%	.	19%	2%
O=C(CSCc1ccccc1)N1CCN(S(=O)(=O)c2ccc(F)cc2)CC1	16%	-2.9	-1%	-8%	6%	-7	-10%	-3%
CC1(C)Cc2cccc(OCC(=O)N3CCN(c4ccccc4F)CC3)c2O1	-8%	-0.7	-15%	-13%	31%	10	-6%	-30%
Cc1ccc(Sc2ncccc2C(=O)NCc2cc([N+](=O)[O-])ccc2O)cc1C	-7%	0.4	-5%	0%	18%	5	2%	-11%
Cc1nn(-c2ccccc2)c2c1C(c1ccncc1)C(C#N)=C(N)O2 (centres undefined)	1%	-0.1	8%	-11%	15%	-22	-3%	-20%
Cc1cc(NC(=O)COc2coc(CN3CCN(c4ccccc4F)CC3)cc2=O)no1	4%	-2.8	1%	1%	3%	-2	-4%	1%
O=C(N/N=C/c1ccc([N+](=O)[O-])s1)c1ccccc1Br	-3%	1.2	10%	-4%	-5%	.	-12%	-14%
CCc1cccc(C)c1NC(=O)COn1nnc2ccc(C(F)(F)F)cc21	-14%	0.3	-13%	-9%	.	10	5%	-3%
O=C(O)CC1SC(=Nc2cccc(O)c2)NC1=O (centres undefined)	-25%	-1.7	2%	-7%	32%	.	-15%	-2%
COc1ccc(-c2cn(-c3ccc(Cl)cc3)c3[n+]2CCCCC3)cc1	-25%	0.0	-1%	-17%	-10%	3	-5%	?
COCC(=O)N(C)C1(c2nnnn2CCOC(=O)Nc2ccc(Cl)cc2)CCCCC1	-23%	2.0	-4%	-9%	-19%	5	-3%	-1%
CC(C)(C)NS(=O)(=O)c1ccc(CCC(=O)Nc2ccc3c(c2)OCO3)cc1	5%	-3.7	9%	-10%	8%	.	-9%	-8%[57.1 µM]
C#CCN1C(=O)S/C(=C/c2cc(C)n(CC)c2C)C1=O	4%	-1.9	-1%	-7%	4%	-9	-17%	-30%[57.1 µM]
O=C(O)c1ccccc1C(=O)c1ccc2c(c1)N(Cc1ccc(Cl)c(Cl)c1)C(=O)CO2	-18%	-3.6	16%	-10%	41%	5	5%	-6%
CCCS(=O)(=O)N1CCn2c(nc3ccccc32)C1	5%	1.3	-1%	-6%	-21%	-2	8%	-6%
CC(NC(=O)/C(=C\c1ccco1)NC(=O)c1ccco1)C(=O)O (centres undefined)	12%	0.5	-2%	-6%	11%	3	3%	-4%
OC(CN1CCCCC1)CN1CCCCC1	18%	-2.8	-1%	1%	-7%	-1	-5%	9%
Cc1ccccc1-c1cccc([C@@H]2C[C@H]3[C@H](CON3C)CN2C)c1	?	0.1	0%	-10%	-24%	-1	6%	0%
CNC(=O)c1cnn(-c2nc(-c3ccc(OC)cc3)cs2)c1C(F)(F)F	-7%	0.0	-5%	-14%	-17%	-2	-5%	-8%
O=C(O)CCCSc1nccn1-c1ccccc1	-11%	-2.4	9%	-1%	18%	-4	-2%	-3%
O=C(NC(=S)Nc1ccccc1Br)C1CCCCC1	-14%	-6.1	0%	-13%	.	0	7%	?
CCOc1ccc(-n2ccnc(SCC(=O)Nc3ccc(CC)cc3)c2=O)cc1	-5%	0.6	4%	-7%	24%	2	10%	-12%
Nc1ncnc2c1ncn2CCN1CCCCC1	16%	0.3	13%	-6%	-14%	4	9%	-3%
c1ccc(C2Oc3ccccc3C3CC(c4cccs4)=NN32)cc1 (centres undefined)	9%	-0.5	8%	-1%	-1%	-1	0%	1%
Cc1ccc(NS(=O)(=O)c2c(C)ccc3nsnc23)c([N+](=O)[O-])c1	16%	1.5	9%	-11%	-21%	-4	-3%	-2%
CSc1ncnc2[nH]ncc12	1%	0.9	12%	-7%	18%	-1	-8%	0%
Cc1ccc(-n2c(SCC(=O)Nc3ccc4c5c(cccc35)CC4)nc(O)cc2=O)cc1	-23%	-0.9	6%	-9%	30%	-51*	-4%	-15%

Compound profiles (already shown):
Profile of CC(C)(C)NC(=O)C(c1ccc(C#N)cc1)n1c(=O)c(-c2cc3ccccc3[nH]2)nc2ccccc21 (centres undefined) : EPAC1 antag: ?; IL2 activator: -0.3; EPAC1 ag: 19%; PLK1 PBD block: -13%; FUS suppressor: ?; PI5P4Ka inh: -9; Abeta rescue: ?; WRN inhibitor: -2%
Profile of O=C(N/N=C/c1ccc([N+](=O)[O-])s1)c1ccccc1Br : EPAC1 antag: -3%; IL2 activator: 1.2; EPAC1 ag: 10%; PLK1 PBD block: -4%; FUS suppressor: -5%; PI5P4Ka inh: .; Abeta rescue: -12%; WRN inhibitor: -14%

New compounds follow
SMILES	EPAC1 antag	IL2 activator	EPAC1 ag	PLK1 PBD block	FUS suppressor	PI5P4Ka inh	Abeta rescue	WRN inhibitor
Cc1noc(/C=C/N(C)C)c1S(=O)(=O)N1CCN(c2ccc(F)cc2)CC1	-15%	1.1	6%	-9%	41%	-1	-18%	-1%
CC(C)(C)c1ccc(OCc2ccc(C(=O)N3CCOCC3)o2)cc1	-24%	-0.2	-9%	-17%	?	1	-1%	-32%[57.1 µM]
CSCC[C@H]1COC[C@@H](Cc2ccccc2)N1c1ccccc1	0%	-1.5	2%	-2%	-1%	8	-1%	0%
O=C(Cc1ccc(NC(=O)C2CCN(C(=O)C3CC3)CC2)cc1)Nc1cccc(C(=O)N2CCCC2)c1	-26%	-0.2	9%	-3%	-2%	1	11%	-1%
COc1ccc(C2=NN(C(=O)CSc3nccn3C)C(c3ccco3)C2)cc1 (centres undefined)	9%	2.5	-6%	-1%	-14%	-2	-10%	7%
CC(C)(C)c1ccc(SCCc2cccnc2)cc1	-10%	3.7	-5%	2%	0%	17	10%	-4%
C[C@@H]1ON(C)[C@H]2C[C@H]3c4cc(-c5cccc(F)c5)ccc4CCN3C(=O)[C@@H]12	15%	0.0	1%	-9%	-9%	-2	7%	10%
Nc1ccc(N(c2ccccc2)c2ccc(N)cc2)cc1	-4%	2.6	0%	-8%	-3%	-28	-29%	-3%
CCOC(=O)N1CCC(Nc2ccc3nnc(-c4ccccc4)n3n2)CC1	?	-2.3	-11%	-4%	8%	0	16%	-3%
COc1ccccc1C(=O)c1c(C)c(CCC#N)n2ccccc12	-9%	-0.1	4%	-2%	19%	5	-8%	1%
CCOC(=O)C1(Cc2cccc(OC)c2)CCCN(C(=O)c2cc(CC(C)C)[nH]n2)C1 (centres undefined)	-9%	-2.9	-8%	-1%	39%	6	23%	-31%
CSc1ccccc1OCc1cc(C(=O)NCC(C)(C)N2CCOCC2)no1	-13%	-2.2	-6%	-13%	4%	1	-9%	9%
CN(Cc1ccc(Cl)c(Cl)c1)C(c1cc2ccccc2o1)c1nnnn1C(C)(C)C (centres undefined)	9%	-0.8	-8%	-5%	13%	15	10%	0%
Cn1cccc1C1CCCN1CC(=O)Nc1c(Cl)cc(Cl)cc1Cl (centres undefined)	15%	-0.7	-4%	-4%	26%	-6	3%	11%
CCn1ncc(NC(=O)Nc2cccc(C(F)(F)F)c2)c1C(N)=O	6%	-1.2	4%	-1%	3%	.	18%	1%
Cc1ccc(NC2CCCN(C(=O)CCC3=NNC(=O)CC3)C2)cc1C (centres undefined)	-2%	1.2	1%	-6%	.	2	-14%	-6%
CC(=O)N1CCN=C1SCc1ccccc1Cl	-11%	-2.4	-9%	-4%	-9%	4	2%	-6%
O=c1[nH]c(O)c(N=Nc2ccc(Cl)c(S(=O)(=O)Nc3ccccc3Cl)c2)c(=O)[nH]1	-15%	0.0	-11%	-7%	-1%	?	-2%	-33%
O=C(N/N=C/c1ccc([N+](=O)[O-])cc1)c1cccc(N2CCCC2=O)c1	6%	-0.3	10%	-5%	.	1	3%	-28%
Cc1ccc(C)c(NS(=O)(=O)c2ccc(-c3cnc(C4CC4)o3)cc2)c1	-12%	-0.3	11%	-2%	?	8	.	-17%
CC(=O)Nc1ccc(S(=O)(=O)NC2CCSc3ccccc32)cc1 (centres undefined)	-8%	-0.2	7%	-1%	27%	0	-9%	-10%
CC(NC(=O)Cn1nc(C(=O)O)c2ccccc2c1=O)C12CC3CC(CC(C3)C1)C2 (centres undefined)	-2%	0.0	-3%	-8%	8%	3	7%	-4%
CC12CCC(=O)N1C(C(=O)Nc1ccc(Br)cc1Cl)CS2 (centres undefined)	-11%	-3.3	8%	-2%	.	-4	-29%	-24%
CCN1C(=O)C2(C(C#N)=C(N)Oc3n[nH]c(COC)c32)c2ccccc21 (centres undefined)	6%	0.8	10%	-6%	-5%	.	9%	-9%
C[C@H](CO)N1C[C@H](C)[C@@H](CN(C)C)OCc2cnnn2CCCC1=O	11%	2.0	-3%	3%	-31%	0	-2%	2%
Cc1ccc(S(=O)(=O)N2C[C@H]3C(=O)C[C@@H](c4ccccc4)N(S(=O)(=O)c4cccc(C)c4)[C@H]3C[C@H]2c2ccccc2)cc1	-9%	-0.5	11%	-3%	?	-1	1%	-7%
OCC1(Cc2ccc(Cl)cc2)CCN(Cc2ccc(F)c(F)c2)CC1	-5%	0.8	-1%	-6%	15%	20	-5%	-6%
O=C(N1CCOCC1)C12CC3CC(C1)CC(c1ccccc1)(C3)C2	-10%	1.5	17%	-4%	6%	0	20%	-1%
Cc1ccc(-c2csc3nc(SCC(=O)N(C)C)n(Cc4ccccc4)c(=O)c23)cc1	-24%	-3.4	15%	-9%	?	7	13%	4%
CC(=O)c1ccc(NC(=O)CCCCCn2nnc3ccccc3c2=O)cc1	3%	1.2	-3%	2%	-13%	-8	0%	10%
Cc1cc(C)nc(NC(=O)c2csnn2)c1	8%	0.4	-2%	-2%	-7%	2	-1%	3%
O=C(c1ccc(Cl)c(S(=O)(=O)N2CCCCCC2)c1)N1CCOCC1	-10%	0.0	-1%	-8%	-5%	5	-5%	10%
COc1ccc(/C=N/NC(=O)CNC(=O)c2ccncc2)cc1	4%	-0.5	-1%	5%	-27%	3	-6%	-6%[57.1 µM]
COc1ccc(-c2csc(-c3cccs3)n2)c(OC)c1	-16%	-1.7	17%	-10%	-1%	-5	10%	-7%

This is a random part of the collection; about 4.1% have a hit in one of these screens.
